# LmPK inh: inhibitors of Leishmania mexicana pyruvate kinase; Q27686; purified LmPK, Kinase-Glo ATP luminescence, 1 h; Potency, µM (highest dose often 57.5 µM), for the others: at the highest dose activity change, negative = inhibition, hits mostly inhibitors; 0.37% of 290,000 active; also: potency is read from the fitted curve at half-maximal effect
# Target sequence (Q27686 whole entry, looked up): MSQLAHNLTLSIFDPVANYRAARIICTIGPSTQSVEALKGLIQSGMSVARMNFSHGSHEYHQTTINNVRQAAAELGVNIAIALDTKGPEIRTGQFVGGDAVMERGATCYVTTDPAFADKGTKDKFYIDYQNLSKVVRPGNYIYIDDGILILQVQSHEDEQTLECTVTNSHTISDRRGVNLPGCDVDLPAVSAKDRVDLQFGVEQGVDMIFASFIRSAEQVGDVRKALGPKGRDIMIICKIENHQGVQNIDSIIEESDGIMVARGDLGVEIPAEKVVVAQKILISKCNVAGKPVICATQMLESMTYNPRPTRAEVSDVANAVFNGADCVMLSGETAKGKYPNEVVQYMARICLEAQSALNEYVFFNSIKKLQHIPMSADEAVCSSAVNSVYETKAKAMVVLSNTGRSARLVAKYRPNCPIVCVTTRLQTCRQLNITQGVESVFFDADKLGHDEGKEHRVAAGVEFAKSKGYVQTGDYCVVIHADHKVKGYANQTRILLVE
#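 qHTS format; LmPK 0.1 nM; substrates PEP 0.5 mM and ADP 0.1 mM. One-hour room-temperature incubation, then coupled luciferase luminescence; 0.5 nM enzyme wells mark activation.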
# AmpC inh detg: blocks E. coli AmpC beta-lactamase in detergent assay. P00811. AmpC hydrolysis of nitrocefin, absorbance 480 nm, 0.01% Triton. Potency, µM (top dose mostly 114 µM), for the others: at the top dose activity change, negative = inhibition, usual class: inhibitors. 0.041% of 370,000 active;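 also: potency is read from the fitted curve at half-maximal effect; 0% = no-compound wells and -100% = no-enzyme wells; nearly all actives have a fitted effect of over 25% in size; some results filed as inactive show a strong effect at the top dose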
# Target sequence (P00811 whole entry, looked up): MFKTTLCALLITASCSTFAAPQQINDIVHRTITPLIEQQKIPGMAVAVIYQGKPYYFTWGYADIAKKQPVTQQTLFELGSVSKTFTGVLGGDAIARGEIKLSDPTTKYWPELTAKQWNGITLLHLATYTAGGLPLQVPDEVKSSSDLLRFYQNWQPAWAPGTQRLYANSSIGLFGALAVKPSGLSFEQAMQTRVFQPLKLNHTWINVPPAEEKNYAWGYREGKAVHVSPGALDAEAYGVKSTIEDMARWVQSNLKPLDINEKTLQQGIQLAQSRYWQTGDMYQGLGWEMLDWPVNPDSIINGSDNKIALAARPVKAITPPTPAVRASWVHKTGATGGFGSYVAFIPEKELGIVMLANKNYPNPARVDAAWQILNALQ
#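 20 mM phosphate pH 7.0 + 0.01% (detergent screen) or 0.0001% Triton X-100; 5.3 nM AmpC reagent; cpd preinc 15 min RT; nitrocefin (800 uM stock) to start; A480 q20 s × 4 min; Activity was normalised to no-enzyme and no-compound control wells.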
# Sm TGR block: blocks Schistosoma mansoni thioredoxin glutathione reductase; Q962Y6; purified TGR, DTNB reduction, TNB absorbance 405 nm; Potency, µM (series often up to 114 µM), for inactives: at the top dose activity change, negative = inhibition, hits mostly inhibitors; 3% of 360,000 active; also: potency is read from the fitted curve at half-maximal effect; nearly all actives have a fitted effect of over 60% in size
#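 First, TGR (20 nM dispensed) and NADPH were mixed with compound. Second, a 15 min room-temperature incubation followed. Third, further NADPH and then DTNB were added to start the reaction. Finally, TNB absorbance was monitored kinetically.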
# AmpC inh no detg: blocks E. coli AmpC beta-lactamase in detergent-free assay; 0.52% of 330,000 active; Potency, µM (doses to about 57.1 µM), for inactives: at the top dose activity change, negative = inhibition, most hits filed as inhibitors; AID 485341; P00811; AmpC nitrocefin hydrolysis, absorbance 480 nm, 0.0001% Triton;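 also: potency is read from the fitted curve at half-maximal effect; plate controls were no compound for no effect and no enzyme for full effect; nearly all actives have a fitted effect of over 20% in size; some results filed as inactive show a strong effect at the top dose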
#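 20 mM phosphate pH 7.0 + 0.01% (detergent screen) or 0.0001% Triton X-100; 5.3 nM AmpC reagent; cpd preinc 15 min RT; nitrocefin (800 uM stock) to start; A480 q20 s × 4 min; Activity was normalised to no-enzyme and no-compound control wells.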
# AMA1 RON2 block: disrupts binding of P. falciparum AMA1 to RON2; 0.2% of 360,000 active; AID 720542; AlphaScreen AMA1-biotinylated RON2 peptide binding; Potency, µM (series often up to 58.2 µM), without a hit: at the highest dose activity change, negative = inhibition, actives largely listed as inhibitors;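 also: potency is read from the fitted curve at half-maximal effect; 0% = vehicle wells and -100% = peptide control; nearly all actives have a fitted effect of over 45% in size; some results filed as inactive show a strong effect at the top dose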
#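 AMA1 (3D7) with his tag at 25 nM final met compounds first, then biotinylated RON2 peptide at 25 nM; detection used donor plus acceptor beads, 10 µg/mL apiece, read by AlphaScreen after 30 min at room temperature.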
# TbPYK inhibitor: blocks Trypanosoma brucei pyruvate kinase | Q57TT1 | 0.12% of 410,000 active | Potency, µM (titrated, usually from 76.8 µM), for the others: at the top dose activity, negative = inhibition, actives largely listed as inhibitors | AID 624173 | TbPYK enzyme, Kinase-Glo Plus ATP luminescence, 45 min; also: potency is read from the fitted curve at half-maximal effect; nearly all actives have a fitted effect of over 50% in size
#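 TbPYK + substrate in 50 mM TEA pH 7.2, 100 mM KCl, 10 mM MgCl2, 0.05% BSA, 0.01% Tween-20; cpd pinned; ADP 130 uM final; 45 min RT; Kinase-Glo Plus 10 min; luminescence endpoint.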
# HCMV antiviral: inhibitors of human cytomegalovirus; HFF cells, HCMV-luciferase reporter, 72 h; stronger effect = lower value; 4.5% of 410,000 active; activity change, negative = inhibition, % at 57.5 µM; in the data active = activity change below about -60%; inconclusive = no clear call, values can overlap the other calls; inactive = above about -39%
#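 Cell-based, HFFs, 1000 cells/well, 16 h 37C; cpds in DMSO + HCMV-luc, MOI 1 PFU/cell; 72 h 37C; OneGlo luminescence after 5 min RT; norm. to buffer vs Salinomycin 10uM.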
# * hit, by the source's call; ? = inconclusive; · = not tested or not shown; [ ] = another dose, or the depositor's remark. Unless noted, calls follow the shape of the dose curve; as a rule, active = well fitted curve in the direction sought with a large enough effect; inconclusive = small, poorly fitted or top-dose-only effect, or another doubt; inactive = no such curve, though single readings can be large; an effect the other way counts as inactive or inconclusive. Unless noted, % is scaled to controls: 0 for no effect and ±100 for the full control effect.
SMILES,LmPK inh,AmpC inh detg,Sm TGR block,AmpC inh no detg,AMA1 RON2 block,TbPYK inhibitor,HCMV antiviral
CCOCCc1nn2c(=O)cc(COC(=O)COc3ccc(C)c(C)c3)nc2s1,·,9%,-25%,·,·,-15%,9
C=CCNC(=O)NC(=O)CSc1nnc(C(F)(F)F)n1C,-1%,-1%,11%,-2%,3%,-2%,?
Cc1cccc([C@H]2[C@@H]3C=CCC[C@@H]3C(=O)N2Cc2ccccc2)c1,·,·,·,37%,-6%,2%,7
CCN(CC)c1nn2c(=O)c(C(=O)NCc3cccc(OC)c3OC)cnc2s1,·,24%,-4%,·,·,-9%,35
O=C(O)CC1C(=O)NCCN1Cc1cccs1 (stereo unspecified),4%[11.5 µM],-15%,-8%,-12%,-7%,0%,11
COc1ccc(NC(=O)CSc2nnc(Cn3cnc4ccccc43)o2)cc1,-3%,5%,1%,-1%,6%,3%,12
CC1CCCCN1S(=O)(=O)c1ccc(C(=O)Nc2nnc(C3CC3)o2)cc1 (stereo unspecified),5%,-4%,0%,-30%,29%,0%,-22
O=C(Nc1cccc(O)c1)c1ccccc1,-14%,-1%,-3%,-17%,-7%,-5%,19
Cc1ccc(SCc2cn3cc(Cl)ccc3n2)cc1,3%,-1%,-17%,-28%,9%,6%,32
COc1cc(C)c(C)cc1S(=O)(=O)N1CCCCC1c1cccnc1 (stereo unspecified),1%,?,-21%,5%,-15%,1%,?
O=C(/C=C/Nc1ccc(S(=O)(=O)Nc2ncccn2)cc1)c1ccc(Cl)c(Cl)c1,-5%,-13%,?,-19%,-3%,2%,?
COc1ccc(S(=O)(=O)N2CCCCCC2)cc1C(=O)NCc1ccccc1Cl,·,0%,-7%,-25%,-16%,3%,-27
CCN(CC)S(=O)(=O)c1ccc(C)c(NC(=O)CNc2cccc(S(=O)(=O)N3CCCC3)c2)c1,·,0%,1%,-28%,15%,0%,?
O=c1c2ccc(Cl)cc2[nH]c(=S)n1CCCN1CCOCC1,-2%,-12%,-3%,-25%,25%,-6%,-13
Cc1ccc(S(=O)(=O)N2C[C@H]3[C@H]4C(=O)N(C5CCCCC5)C(=O)[C@H]4CC(=O)[C@H]3[C@@H]2c2cccc3ccccc23)cc1,·,·,·,·,-3%,-1%,-19
Cc1c(C(=O)c2cccc3ccccc23)c2cccc3c2n1[C@H](CN1CCOCC1)CO3,·,·,·,·,-21%,-8%,-98*
CC(=O)Nc1ccccc1-c1nc2ccccc2n(C(C)C(=O)Nc2cc(Cl)ccc2C)c1=O (stereo unspecified),·,23%,-1%,·,·,0%,10
COc1ccc(CC(=O)Nc2cccc(SC)c2)cc1,-5%,?,-3%,-30%,-7%,7%,-12
COc1cc2nc(CN(CCC(C)C)Cc3nc4cc(OC)c(OC)cc4c(=O)[nH]3)[nH]c(=O)c2cc1OC,2%,1%,-19%,-1%,45%[activator],-9%,109
CCOC(=O)c1nncc(-c2ccccc2)n1,·,-4%,-13%,-6%,8%,0%,15
CCOc1ccc(C(C)NC(=S)NC2CCCCC2)cc1OCC (stereo unspecified),-4%,11%,3%,20%,0%,-1%,-20
CCc1nc(SCC(=O)NNC(=O)C2CCCCC2)c2ccccc2n1,7%,11%,6%,-2%,27%,-6%,-7
Cc1ccc(N2C(=O)CC(N(O)C3CC(=O)N(c4ccc(C)cc4)C3=O)C2=O)cc1 (stereo unspecified),6%,4%,1%,-15%,14%,-5%,17
Cc1ccc(C(=O)N/C(=C/c2cccc([N+](=O)[O-])c2)C(=O)NCC2CCCO2)cc1 (stereo unspecified),-7%,-4%,-7%,-2%,-11%,3%,-8
COC(=O)CSC1=C(C#N)C(c2ccc(C)cc2)C2=C(CCCC2=O)N1 (stereo unspecified),2%,-5%,-19%,-9%,-2%,-2%,-11
Cc1cc(C)c2cc(CN(CCCO)S(=O)(=O)c3ccccc3F)c(=O)[nH]c2c1,-4%,-4%,-17%,72%[activator],3%,-4%,-4
NS(=O)(=O)c1ccc(NC(=O)COC(=O)c2ccco2)cc1,2%,-11%,0%,-10%,-6%,0%,33
CCOC(=O)c1sc(NC(=O)c2nc(SCC)ncc2Cl)c(C(=O)OCC)c1C,·,11%,12%,·,·,4%,28
O=c1cc(O)c2c(=O)n(-c3ccccc3)c3c(c2o1)CCCCCC3,-1%,9%,-16%,?,1%,2%,-28
Cc1cc(C)cc(OCC(=O)N/N=C/c2ccco2)c1,9%,1%,-6%,-19%,2%,3%,-8
O=C(CSc1nccn1-c1ccc(F)cc1)Nc1ccc(OC(F)(F)F)cc1,·,3%,1%,·,·,3%,-68*
O=C(CC1C(=O)NCCN1C(=O)Nc1ccccc1)Nc1cccc(C(F)(F)F)c1 (stereo unspecified),-5%,-7%,6%,100%[activator],22%,0%,23
O=C(C[C@@H]1NS(=O)(=O)OC2CCCCC21)c1ccccc1 (stereo partly specified),-8%,?,-2%,-28%,7%,1%,-20
COc1ccc(CCNc2ncnc3cc(OC)c(OC)cc23)cc1OC,4%,-10%,·,-1%,-1%,2%,-21
Cc1ccc(NC(=O)CC(O)(C(F)(F)F)C(F)(F)F)c(Br)c1,1%,-10%,-2%,-23%,2%,-1%,5
Cc1cccc(NS(=O)(=O)c2cc3c(cc2C)N(C)CCO3)c1,6%,2%,3%,-5%,3%,1%,-16
Cc1ccc(F)cc1NC(=O)CSc1nc(-c2cccs2)cc(C(F)(F)F)n1,·,18%,2%,·,·,4%,-76*
CCOc1ccc2c(c1)c(=O)c(S(=O)(=O)c1ccc(CC)cc1)cn2Cc1cccc(Cl)c1,·,-4%,0%,·,·,-10%,-17
CN(Cc1ccsc1)C(=O)CCc1nnc(CCCc2ccccc2)o1,-7%,-2%,-19%,65%[activator],8%,-6%,2
O=C(CC12CC3CC(CC(C3)C1)C2)NCC(c1ccc(F)cc1)N1CCOCC1 (stereo unspecified),3%,-7%,5%,31%[11.4 µM],-3%,2%,-39
Cc1cnc(NC(=O)Cn2cnc3c2c(=O)n(C)c(=O)n3C)s1,8%,0%,8%,48%,-3%,1%,-34
COc1ccc(N(CC(=O)N2CCCCCC2)S(C)(=O)=O)cc1Cl,-8%,-12%,8%,21%,-3%,-3%,-21
O=C(Nc1ccc2c(c1)OCO2)c1csc([C@@H]2C[C@H](O)[C@@H](CO)O2)n1,·,·,·,·,2%,2%,-9
Cc1ccc(S(=O)(=O)NCCC(=O)N2CCOCC2)cc1C,·,-15%,2%,-15%,8%,-11%,-16
CCOc1ccc(-c2c(C(=O)N/N=C/c3ccccc3)nnn2-c2nonc2N)cc1,0%,1%,-8%,-41%,2%,1%,-9
Nc1ccc2oc(-c3ccccc3Br)nc2c1,·,-1%,-8%,·,·,-12%,80
COc1ccc(Nc2nc(-c3cccs3)cs2)cc1,-9%,-2%,-10%,-27%,-4%,-17%,162
Cc1cccc(C)c1OCc1cc(C(=O)NCc2ccc(Cl)s2)no1,-2%,-2%,-1%,-34%,12%,0%,0
CCc1nnc(NC(=O)CN2CCN(Cc3ccccc3C)CC2)s1,2%,-15%,0%,1%,49%[activator],0%,15
O=C(COC(=O)c1cccc(S(=O)(=O)N2CCOCC2)c1)Nc1ccc2c(c1)OCO2,5%,-17%,-11%,-13%,10%,-3%,51
CCOc1ccc(S(=O)(=O)Nc2cccc(-c3ccc(N4CCCC4)nn3)c2)cc1,·,-7%,-8%,·,·,2%,29
Cc1ccc(Cl)cc1Nc1nc(-c2sc(NC(=O)C(C)(C)C)nc2C)cs1,1%,?,3%,-39%,69%[activator],3%,-73*
O=C(COC(=O)c1cc(Cl)ccc1O)Nc1cc(C(F)(F)F)ccc1N1CCOCC1,·,·,·,-11%,-10%,-1%,-9
Cc1ccc([C@@H]2C[C@H]3[C@@H](CN2S(=O)(=O)c2ccc(C)cc2)C(=O)C[C@@H](c2ccc(C)cc2)N3S(=O)(=O)c2ccc(Cl)cc2)cc1,·,·,·,·,-5%,0%,-10
COc1ccc2nc(-c3ccccc3)[nH]c(=O)c2c1,·,·,·,·,7%,-2%,23
COc1ccccc1/C=C/C1(C(=O)NC2CCCC2)CC(=O)N1c1ccccc1 (stereo unspecified),0%,-8%,4%,-1%,-4%,0%,?
O=C(NCc1ccncc1)c1cc(-c2ccc(Cl)cc2)oc1C(F)(F)F,8%,1%,2%,124%[activator],-3%,0%,-27
CCOc1ccc(OC(=O)c2c(-c3ccccc3Cl)noc2C)cc1,·,0%,12%,·,·,-11%,-24
Cc1ccc(C)c(N2CCN(C(=O)CN3CCSc4ccc(S(=O)(=O)N(C)C)cc43)CC2)c1,·,16%,0%,·,·,-4%,-22
O=C1NC[C@H](CCCCN2C[C@H](Cc3ccccc3)N(Cc3ccccc3)C(=O)C2=O)N(CC2CCCCC2)C1=O,·,·,·,·,9%,3%,-21

# (continued)
SMILES,LmPK inh,AmpC inh detg,Sm TGR block,AmpC inh no detg,AMA1 RON2 block,TbPYK inhibitor,HCMV antiviral
COc1ccc2c(Sc3ccccc3)c(C(=O)NCc3cc(Br)ccc3OC)[nH]c2c1,·,-5%,-13%,·,·,0%,5
Cc1ccc(CNc2nc3nc(C)c(Cl)c(C)n3n2)cc1,·,15%,0%,·,·,6%,40
O=C(CN(C(=O)C1COc2ccccc2O1)c1ccccc1)NCC1CCCO1 (stereo unspecified),-3%,-13%,-20%,8%,7%,-18%,48
COc1ccc(OCCSc2nc3ccccc3n2CC(=O)N2CCOCC2)cc1,·,-6%,-3%,·,·,3%,5
Cc1ccc(OCCNC(=O)Cn2cnc3c(=O)n(C)c(=O)n(C)c32)cc1C,0%,-4%,4%,-13%,-3%,4%,13
C=CCNC(=O)C1CC(=O)N(c2ccc(OCC(=O)Nc3ccc(Cl)c(C(F)(F)F)c3)cc2)C1 (stereo unspecified),6%,0%,8%,-4%,4%,3%,58

# Complete entries, looked up by structure.
# `Cc1ccc(OCCNC(=O)Cn2cnc3c(=O)n(C)c(=O)n(C)c32)cc1C` as listed: LmPK inh: 0%; AmpC inh detg: -4%; Sm TGR block: 4%; AmpC inh no detg: -13%; AMA1 RON2 block: -3%; TbPYK inhibitor: 4%; HCMV antiviral: 13
# `COc1ccc(OCCSc2nc3ccccc3n2CC(=O)N2CCOCC2)cc1` as listed: LmPK inh: ·; AmpC inh detg: -6%; Sm TGR block: -3%; AmpC inh no detg: ·; AMA1 RON2 block: ·; TbPYK inhibitor: 3%; HCMV antiviral: 5

# Screens from PubChem BioAssay.
